Source: PubChem BioAssay
Jurkat NFkB inh: lowers PMA/ionomycin-induced NF-kB signal in Jurkat cells; PMA/ionomycin-induced NF-kB luciferase reporter, luminescence; inhibition, % at 4 µM; hit rate 0.53% among 330,000; AID 435003; in the data active means inhibition above about 50%
XBP1 UPR activ: adaptive UPR (XBP1) activation | CHO-XBP1 luciferase reporter, IRE1-XBP1 UPR activation, luminescence; percent of tunicamycin response, DMSO as zero | activation, % at 20 µM | hit rate 0.33% among 330,000 | AID 463104;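 active means versus positive control, 20 µM dose yields 30% or more activation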;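 further: 100% = tunicamycin at 10 µg/mL and 0% = DMSO only wells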
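incubation = overnight seeding at 37 °C, 6 h compound treatment at 37 °C | assay system = CHO-XBP1 cells stably carrying IRE1-XBP1-driven luciferase reporter | input = 1000 cells per well | detection = luciferase luminescence | dosing = single point, 20 µM final compound, 1% DMSO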
APJ antagonist: antagonists of human APJ apelin receptor; P35414; CHO-K1 APJ beta-arrestin complementation, luminescence; inhibition, % at 20 µM; hit rate 0.32% among 330,000; AID 2521;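 active means inhibition above about 40% at 20 µM, limit read from the data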;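 further: cells challenged with 10 nM apelin-13 agonist together with compound; plate controls were apelin-13 plus DMSO wells for no effect and DMSO wells lacking apelin-13 for full effect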
Target sequence (P35414 whole entry, looked up): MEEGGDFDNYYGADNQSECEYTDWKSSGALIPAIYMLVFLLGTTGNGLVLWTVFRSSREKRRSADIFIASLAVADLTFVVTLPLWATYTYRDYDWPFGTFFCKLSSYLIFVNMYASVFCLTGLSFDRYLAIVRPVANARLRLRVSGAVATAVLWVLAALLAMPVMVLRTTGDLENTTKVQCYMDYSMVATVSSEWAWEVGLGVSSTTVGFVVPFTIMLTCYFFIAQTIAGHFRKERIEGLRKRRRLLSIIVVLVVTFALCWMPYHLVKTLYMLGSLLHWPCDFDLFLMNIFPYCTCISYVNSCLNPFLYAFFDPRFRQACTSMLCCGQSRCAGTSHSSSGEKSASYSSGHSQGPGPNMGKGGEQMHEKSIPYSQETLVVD
UPR CHOP act: activators of apoptotic arm of unfolded protein response (CHOP) | CHO-CHOP luciferase reporter, UPR activation, luminescence; percent of tunicamycin response over DMSO baseline | activation, % at 10 µM | hit rate 0.34% among 330,000 | AID 449763;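 active means at 10 µM dose, activation of 40% or more, normalized to positive control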;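 further: 100% = tunicamycin at 10 µg/mL and 0% = DMSO alone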
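Test system: CHO CHOP reporter cells. Input: 500 CHO-CHOP cells per well. Medium: F12 with 10% FBS. Technique: luciferase luminescence. Measure: percent activation relative to tunicamycin control. Dosing: 10 µM compound, 0.5% DMSO. Timing: 16-18 h cell attachment, then 6 h compound exposure, 37 °C.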
Mdm2-MdmX inh: inhibitors of human Mdm2/MdmX interaction; O15151+Q00987; SaOS-2 split-luciferase Mdm2/MdmX complementation, luminescence; inhibition, % at 8 µM; hit rate 3% among 330,000; AID 485346;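 active means inhibition of at least 50% at 8 µM in the primary screen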
tim23-1 inh: tim23-1 yeast growth inhibition; AID 463212; S. cerevisiae tim23-1 growth, BacTiter-Glo luminescence, 24 h; inhibition, % at 20 µM; hit rate 1.3% among 330,000;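 active means growth inhibition of the mutant yeast at or above 50%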;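 further: temperature-sensitive mutant grown at 25 °C; plate controls were DMSO-treated mutant yeast for no effect and medium wells lacking yeast for full effect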
APJ ag: activates the human apelin receptor APJ; activation, % at 20 µM; hit rate 0.11% among 330,000; CHO-K1 APJ PathHunter beta-arrestin, luminescence; 0% DMSO wells, 100% apelin; AID 2520; P35414;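 active means activation more than six SD over the plate average, tested at 20 µM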;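 further: 0% = DMSO alone and 100% = apelin-13 at 10 nM; some results filed as inactive read as strong as hits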
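Material: CHO-K1 APJ beta-arrestin complementation cell line; Input: cell density 1000 per well; Incubation: compound stimulation 90 min at 25 °C, detection 60 min; Signal: luminescence from split beta-galactosidase complementation, Galacton Star/Emerald II substrate; Controls: DMSO-only wells as negative, 10 nM Apelin-13 as positive control.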
697 NFkB inh: inhibitors of the PMA/ionomycin-induced NF-kB reporter in 697 B cells; 697 B-cell NF-kB luciferase reporter, 16 h; inhibition, % at 4 µM; hit rate 0.33% among 330,000; AID 435022; in the data active means inhibition above about 35%
An asterisk follows results filed as active.

SMILES | Jurkat NFkB inh | XBP1 UPR activ | APJ antagonist | UPR CHOP act | Mdm2-MdmX inh | tim23-1 inh | APJ ag | 697 NFkB inh
COCCNC(=O)/C(C#N)=C/c1cccc(NC(=O)c2ccccc2Cl)c1 | -8 | -5 | -36 | -0.4 | -24 | 31 | 0 | 7
CCOC(=O)N1CCC(NC(=O)CCc2nc(-c3ccc(C)cc3)no2)CC1 | -6 | -3 | -16 | 1.4 | 0 | 18 | 1 | -6
CCC1Oc2ccc(C)cc2N(CC(=O)NCC2COc3ccccc3O2)C1=O (stereo not drawn) | -5 | -4 | -39 | -1.8 | 9 | 4 | -2 | 0
C(=C\c1ccccc1)/CSc1ccccn1 | -59 | 3 | -5 | 8.2 | -4 | 6 | -4 | -59
CCCC(C(=O)NC1CCCCC1)N(Cc1ccco1)C(=O)CNS(=O)(=O)c1ccccc1 (stereo not drawn) | -3 | -2 | -1 | -0.4 | -5 | 15 | -2 | 8
CCOC(=O)N1CCC(Nc2c(-c3ccc(C)c(C)c3)c(=O)c2=O)CC1 | -5 | -2 | 7 | -0.5 | 14 | 12 | 0 | -61
Cc1nn(CCC(=O)NNC(=S)Nc2ccccc2)c(C)c1Br | -9 | 0 | 47* | 0.2 | -5 | 7 | -12 | 2
Cc1ccc(/C=N/NC(=O)CSc2nc3ccccc3o2)cc1 | -94 | -1 | -1 | 1.5 | -123 | 20 | -3 | -18
CCOC(=O)c1ccc(S(=O)(=O)N2CCN(CC(O)COc3ccc(C#N)cc3)CC2)cc1 (stereo not drawn) | 8 | -2 | -3 | -1.1 | -16 | 21 | 0 | 2
O=C(Nn1c(C2CCCCC2)nc2ccccc2c1=O)c1ccc([N+](=O)[O-])cc1Cl | 1 | -4 | -14 | -3.5 | 24 | 21 | 0 | 11

Some of the entries so far, with each value named:
Cc1ccc(/C=N/NC(=O)CSc2nc3ccccc3o2)cc1
- Jurkat NFkB inh = -94
- XBP1 UPR activ = -1
- APJ antagonist = -1
- UPR CHOP act = 1.5
- Mdm2-MdmX inh = -123
- tim23-1 inh = 20
- APJ ag = -3
- 697 NFkB inh = -18
CCOC(=O)c1ccc(S(=O)(=O)N2CCN(CC(O)COc3ccc(C#N)cc3)CC2)cc1 (stereo not drawn)
- Jurkat NFkB inh = 8
- XBP1 UPR activ = -2
- APJ antagonist = -3
- UPR CHOP act = -1.1
- Mdm2-MdmX inh = -16
- tim23-1 inh = 21
- APJ ag = 0
- 697 NFkB inh = 2
O=C(Nn1c(C2CCCCC2)nc2ccccc2c1=O)c1ccc([N+](=O)[O-])cc1Cl
- Jurkat NFkB inh = 1
- XBP1 UPR activ = -4
- APJ antagonist = -14
- UPR CHOP act = -3.5
- Mdm2-MdmX inh = 24
- tim23-1 inh = 21
- APJ ag = 0
- 697 NFkB inh = 11

Next entries
SMILES | Jurkat NFkB inh | XBP1 UPR activ | APJ antagonist | UPR CHOP act | Mdm2-MdmX inh | tim23-1 inh | APJ ag | 697 NFkB inh
COc1ccc(CN(C)C(=O)C2CCN(C(=O)Nc3ccccc3)CC2)cc1OC | 11 | -1 | 20 | 1.0 | 5 | 9 | -5 | 5
Cc1cccc(CS(=O)(=O)Cc2ccc(C(=O)NCCCN3CCOCC3)o2)c1 | 2 | -3 | 9 | 0.6 | 8 | -1 | -4 | 17
COc1ccc(N2CCN(C3=CC(=O)N(c4cccc(Cl)c4)C3=O)CC2)cc1 | -7 | -1 | 6 | 1.6 | 17 | 7 | -1 | 12
O=C(Cc1ccccc1Cl)NCc1cccnc1 | -4 | -4 | -2 | 0.1 | 5 | -8 | 1 | 1
COc1ccc(CN2CCN(c3ccccn3)CC2)cc1OCc1ccccc1 | 4 | -1 | 11 | 1.0 | 8 | 15 | -4 | 6
O=C(COC(=O)/C=C/c1cccc(C(F)(F)F)c1)NC(=O)NC1CCCC1 | 13 | 2 | -1 | -1.9 | 2 | 4 | 5 | -7
CCCCn1c(N)c(N(CCOC)C(=O)c2ccc(-c3ccc(Cl)cc3)o2)c(=O)[nH]c1=O | 6 | 1 | -7 | -1.0 | 13 | 17 | 0 | -34
CS(=O)(=O)c1cccc(-c2nnc(NC(=O)c3ccc4ncsc4c3)o2)c1 | -15 | 2 | 5 | 3.1 | -5 | -9 | -4 | -52
COCC(=O)NC(C)c1nc2ccccc2[nH]1 (stereo not drawn) | 2 | 2 | -7 | 2.5 | -19 | 16 | 0 | 22
O=C(CSc1ncn[nH]1)Nc1ccccc1-c1ccccc1 | -9 | -3 | -8 | -4.0 | 9 | 11 | 0 | 8
CC1(c2nnc(-c3ccc(F)cc3)o2)CC(c2ccc([N+](=O)[O-])cc2)=NO1 (stereo not drawn) | 6 | -2 | -39 | -0.9 | 10 | -3 | 6 | 15
O=C(Nc1ccccn1)c1ccc([N+](=O)[O-])o1 | 14 | 1 | -32 | -0.3 | 10 | 46 | 4 | 21
O=C(CSc1nc(-c2ccc(F)cc2)cs1)NCCN1C(=O)CSC1=O | -23 | 1 | -2 | -0.7 | -21 | 12 | 1 | -2
CC[C@@]1(C(=O)OC)N[C@H](CN(C)S(=O)(=O)c2ccc(-c3ccccc3)cc2)[C@@H]2C(=O)N(C)C(=O)[C@@H]21 | -5 | -1 | -9 | 0.7 | -2 | 4 | -3 | 1
O=C(NCCCCCCCCCNC(=O)C(F)(F)F)C(F)(F)F | 15 | -1 | 19 | -1.4 | 11 | 4 | 1 | -4
Cc1cc(OCC(=O)Nc2c(C)n(C)n(-c3ccccc3)c2=O)ccc1[N+](=O)[O-] | 13 | -1 | 6 | 0.6 | 8 | 12 | -2 | 4
CCOP(=O)(OCC)C(NC(=O)Nc1ccc(Cl)c(Cl)c1)c1ccccc1 (stereo not drawn) | 5 | -3 | -2 | -0.3 | 30 | 5 | 4 | -5
CC(C)Oc1ccc(/C=C(\C#N)C(=O)NC2CC2)cc1 | -1 | -3 | -21 | 1.2 | -5 | 10 | -4 | 1
COc1ccc(-c2nnn(CC(=O)Nc3sc4c(c3C#N)CCCC4)n2)cc1 | 9 | 2 | 1 | -0.9 | 31 | 10 | 9 | -7
O=C(Oc1nsnc1N1CCOCC1)N1CCCCC1 | -14 | -2 | -11 | -2.9 | -5 | -6 | 2 | -17
CCOC(=O)[C@H]1[C@H]2COc3cc(OC)ccc3[C@@H]2N2C(=O)c3cc(C)ccc3NC(=O)[C@@]12C | 13 | -4 | 9 | -1.8 | 21 | -1 | 0 | 11
O=C(Cn1cnc(Cl)c1Cl)c1ccccc1 | -13 | -1 | 7 | 1.9 | -13 | 13 | -3 | -16
COc1ccc(NC(=O)CN(C)C(=O)CCNS(=O)(=O)c2ccc(Br)cc2)cc1 | 12 | -4 | 20 | 4.3 | 19 | 9 | -5 | -7
CSc1cccc(NC(=O)c2ccc(NC3=NC4CS(=O)(=O)CC4S3)cc2)c1 (stereo not drawn) | 16 | -3 | -1 | 1.8 | 0 | -5 | -1 | 7
O=C(Cn1nnc(-c2ccccc2)n1)NCc1cccs1 | 4 | -1 | 19 | -0.2 | 15 | 6 | 0 | -7
O=C(CCC1CCCCC1)Nc1ccc(S(=O)(=O)Nc2nccs2)cc1 | -7 | -4 | 10 | -0.5 | -13 | 11 | -3 | 19
Cc1nnc(SCC(=O)Nc2ncc3c(n2)CC(C)(C)CC3=O)s1 | -17 | 0 | -2 | 0.2 | -1 | -10 | -6 | -3
CCN(CC)CCNC(=O)CN1C(=O)COc2ccc(S(=O)(=O)N3CCOCC3)cc21 | -1 | -5 | 20 | -0.4 | 0 | -6 | 10 | -44
CCOC(=O)C1(c2ccccc2)NC(c2ccccc2C)C2C(=O)N(c3ccc4c(c3)OCO4)C(=O)C21 (stereo not drawn) | 6 | -5 | 1 | -4.3 | -20 | 21 | -1 | -20
CCOc1ccc2c(c1)nc(SCC(=O)c1cccs1)n2C | -21 | 2 | 9 | 8.9 | -16 | 42 | 2 | -6
COc1cc2c(cc1OC)CN(C(=O)CCNC(=O)c1ccccc1Cl)CC2 | 8 | 3 | -6 | 0.6 | 11 | -4 | -5 | 6
O=C(CCc1nc2ccccc2c(=O)[nH]1)Nc1nnc(SCc2ccccc2F)s1 | -47 | 1 | -31 | 5.1 | 39 | 11 | -3 | -79
O=Cc1ccc(OCC(=O)Nc2ccccc2-c2ccccc2)cc1 | -1 | 9 | 8 | -0.5 | 18 | 33 | -2 | 5
COc1cc(C(=O)N/N=C/c2ccc(OC(=O)c3ccccc3Cl)c(OC)c2)ccc1O | -11 | 3 | -7 | 3.0 | 17 | 12 | 8 | -19
COc1ccc(-n2c(SCC#N)nc3ccccc3c2=O)cc1 | -12 | -1 | 7 | 0.1 | 10 | -6 | -4 | -32
COc1cccc2cccc(/C=N/n3cnnc3)c12 | -7 | 15 | 20 | 11 | 13 | 9 | -10 | -12
Cc1cc(C)c(S(=O)(=O)N2CCOC2CNC(=O)C(=O)NCc2ccncc2)c(C)c1 (stereo not drawn) | -7 | -3 | 13 | 2.0 | 3 | 4 | -1 | 14
COc1ccc([C@H]2CC(=O)C=C(c3ccc(OC)c(OC)c3)C2)cc1 | -2 | -1 | 4 | 1.1 | 15 | 30 | -3 | -6
O=C(NNC(=S)NC1CCCCC1)c1ccc(Cl)s1 | -24 | 3 | 14 | 0.6 | -8 | 15 | -4 | -60
O=C(CN1CCN(c2ccccc2)CC1)Nc1ccccc1Sc1ccccc1 | -6 | 1 | 20 | -1.1 | -13 | 11 | -3 | -33
Cn1c(N)c(C(=O)Nc2c(Cl)cccc2Cl)sc1=S | 18 | -1 | -18 | 0.6 | 17 | 39 | 1 | 18
CN(C)CCCN(C(=O)c1ccc(S(=O)(=O)N2CCCCCC2)cc1)c1nc2c(F)cccc2s1 | 19 | 0 | 25 | 3.1 | 18 | 4 | -2 | -2
Oc1ccc(C2=NNC(c3ccc(O)cc3)=NN2)cc1 | 7 | -3 | 5 | 2.0 | 6 | 1 | 0 | -2
Cn1cnnc1SCC(=O)Nc1ccc(Br)cc1F | -4 | -2 | 12 | -1.6 | 28 | 4 | -3 | 7
COc1nc(N/N=C/c2cc3c(cc2Br)OCO3)nc(N2CCOCC2)n1 | 0 | 0 | 2 | 2.9 | 0 | 22 | 1 | 17

3 entries from above, arranged by molecular weight, low to high:
SMILES | Jurkat NFkB inh | XBP1 UPR activ | APJ antagonist | UPR CHOP act | Mdm2-MdmX inh | tim23-1 inh | APJ ag | 697 NFkB inh
O=C(CN1CCN(c2ccccc2)CC1)Nc1ccccc1Sc1ccccc1 | -6 | 1 | 20 | -1.1 | -13 | 11 | -3 | -33
COc1nc(N/N=C/c2cc3c(cc2Br)OCO3)nc(N2CCOCC2)n1 | 0 | 0 | 2 | 2.9 | 0 | 22 | 1 | 17
CN(C)CCCN(C(=O)c1ccc(S(=O)(=O)N2CCCCCC2)cc1)c1nc2c(F)cccc2s1 | 19 | 0 | 25 | 3.1 | 18 | 4 | -2 | -2
